ATXN2 expr inh = reduces ATXN2 reporter expression in HEK-293 cells; 0.72% of 360,000 active; AID 1745845; HEK-293 ATXN2-luciferase reporter, luminescence, 24 h; Potency, µM (doses to about 57 µM), inactives show at the top dose activity change, negative = inhibition, actives largely listed as inhibitors; further: on the % scale 0 is the no-effect control and ±100 the full control effect; nearly all actives have a fitted effect of over 55% in size
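qHTS (up to 57 uM final) was run with 24 h compound exposure of reporter cells at 37 °C. Each well was multiplexed: SteadyGlo luminescence measured ATXN2-luciferase expression after a fluorogenic Gly-Phe-AFC viability readout (25 uM final).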
MCF10A rerep = DNA re-replication induction in MCF 10a cells. 2.9% of 350,000 active. Potency, µM (titrated, usually from 46.1 µM), for inactives: at the highest dose activity, positive = re-replication, most hits filed as activators. AID 624296. MCF 10A DNA re-replication, Hoechst nuclear intensity, 48 h; further: % of control where 0% means no effect; nearly all actives have a fitted effect of over 50% in size
HepG2 tox = HepG2 cytotoxicity, counter-screen for TGF-b inhibitors; HepG2 CAGA-GFP viability, ATP luminescence, 18 h; 0.76% of 410,000 active; Potency, µM (highest dose often 46.1 µM), for inactives: at the top dose activity change, negative = cytotoxicity, usual class: cytotoxic; further: some results filed as inactive show a strong effect at the top dose
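HepG2 CAGA-GFP cells (1000/well, DMEM with 1% FBS) received compound, then TGF-beta at 500 pg/mL final, and were incubated 18 hours at 37 degrees C. Viability was read by CellTiter-Glo luminescence. Media-only wells were set as complete cell-killing and DMSO as no toxicity.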
Nrf2 ARE act = Nrf2 pathway activation; AREc32 ARE-luciferase reporter (MCF7-derived line), luminescence, 24 h; Potency, µM (doses to about 46.1 µM), for inactives: at the highest dose activation, most hits filed as activators; 0.31% of 410,000 active; AID 624171; further: % of control where 0% means no effect; nearly all actives have a fitted effect of over 65% in size
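Quantitative high-throughput format: AREc32 reporter cells, 1000 per well, received compound by pin transfer and were incubated 24 hr at 37 deg C, 5% CO2, before Steady-Glo luminescence detection.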
A549 tox = A549 cytotoxicity, counter-screen for Nrf2 inhibitors; 0.16% of 390,000 active; Potency, µM (series often up to 46 µM), for inactives: top-dose activity change, negative = cytotoxicity, usual class: inhibitors; A549 ARE-Fluc cells, CellTiter-Fluor viability, 18-24 h; further: on the % scale 0 is the no-effect control and ±100 the full control effect
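A549 ARE_Fluc cells in 5% FBS OPTI-MEM were exposed to compounds in concentration-response for 18-24 h at 37 deg C. Viability was read by CellTiter-Fluor fluorescence (Ex 405/Em 525) after 30 min, before the luciferase read.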
TGFb SMAD3 inh = inhibitors of TGF-b signaling | Potency, µM (doses to about 46.1 µM), without a hit: at the highest dose activity, negative = inhibition, hits mostly inhibitors | HepG2 CAGA-GFP TGF-b/SMAD3 reporter, GFP fluorescence, 18 h; TGF-beta stimulated, 500 pg/mL final | AID 588855 | 1.2% of 410,000 active; further: on the % scale 0 is the no-effect control and ±100 the full control effect; nearly all actives have a fitted effect of over 65% in size
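GFP signal (ex488/em500-530) from TGF-beta-stimulated HEPG2 CAGA-GFP cells, 500 pg/mL final, 18 h at 37 degrees C in DMEM plus 1% FBS, normalized to unstimulated and DMSO-stimulated controls.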
ATXN viability = viability counter-screen for ATXN expression inhibitors; S2 cells (HEK-293 line with an ATXN2-luciferase reporter) viability, CellTiter-Fluor protease fluorescence, 24 h; Potency, µM (doses to about 56.7 µM), usual class: cytotoxic; 0.49% of 400,000 active; AID 651635; further: nearly all actives have a fitted effect of over 40% in size
Nrf2 block = Nrf2 pathway inhibition; A549 ARE-Fluc reporter, luciferase luminescence, 18-24 h; AID 504444; Potency, µM (series often up to 46 µM), inactives show top-dose activity change, negative = inhibition, hits mostly inhibitors; 2.1% of 360,000 active; further: on the % scale 0 is the no-effect control and ±100 the full control effect; nearly all actives have a fitted effect of over 60% in size
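Concentration-response testing used A549 ARE_Fluc cells at 5000 cells/well. Following an 18-24 h compound incubation, viability was read by fluorescence (Ex 405/Em 525) and luciferase output by luminescence.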
EPAC2 antag = blocks human EPAC2 exchange factor | Potency, µM (top dose mostly 114 µM), without a hit: at the highest dose activity, negative = inhibition, usual class: inhibitors | EPAC2 GEF exchange of Rap1B-BODIPY-GDP, fluorescence | 0.18% of 360,000 active | Q8WZA2; further: on the % scale 0 is the no-effect control and ±100 the full control effect; nearly all actives have a fitted effect of over 45% in size; many of its hits are not listed in these tables
Target sequence (Q8WZA2 whole entry, looked up): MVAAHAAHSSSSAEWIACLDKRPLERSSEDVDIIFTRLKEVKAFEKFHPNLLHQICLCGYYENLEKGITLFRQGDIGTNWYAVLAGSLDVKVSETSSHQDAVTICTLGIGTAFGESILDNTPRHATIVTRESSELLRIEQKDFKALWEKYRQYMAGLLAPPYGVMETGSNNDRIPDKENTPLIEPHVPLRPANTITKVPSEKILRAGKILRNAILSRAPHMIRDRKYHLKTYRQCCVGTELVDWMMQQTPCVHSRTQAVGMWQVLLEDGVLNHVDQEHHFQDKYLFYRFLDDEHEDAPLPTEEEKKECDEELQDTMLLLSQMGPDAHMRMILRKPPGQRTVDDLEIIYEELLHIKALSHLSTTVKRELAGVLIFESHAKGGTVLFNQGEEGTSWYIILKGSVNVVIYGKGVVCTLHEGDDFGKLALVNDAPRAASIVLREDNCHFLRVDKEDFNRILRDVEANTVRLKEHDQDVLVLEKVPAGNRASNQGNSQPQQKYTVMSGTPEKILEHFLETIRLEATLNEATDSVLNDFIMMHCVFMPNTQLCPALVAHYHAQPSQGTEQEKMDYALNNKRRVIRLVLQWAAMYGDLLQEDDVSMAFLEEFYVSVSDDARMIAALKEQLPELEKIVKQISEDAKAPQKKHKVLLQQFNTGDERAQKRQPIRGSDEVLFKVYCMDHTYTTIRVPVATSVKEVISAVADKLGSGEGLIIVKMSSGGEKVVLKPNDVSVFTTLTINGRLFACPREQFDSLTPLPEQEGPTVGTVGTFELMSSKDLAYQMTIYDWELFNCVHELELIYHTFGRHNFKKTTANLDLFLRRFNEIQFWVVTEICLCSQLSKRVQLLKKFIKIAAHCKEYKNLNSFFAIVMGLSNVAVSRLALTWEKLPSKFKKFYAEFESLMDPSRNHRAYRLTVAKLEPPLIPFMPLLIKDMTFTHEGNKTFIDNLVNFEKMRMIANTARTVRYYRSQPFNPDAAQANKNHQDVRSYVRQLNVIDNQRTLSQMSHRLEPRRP
Numbers without * were called inactive; i = inactive; ? = inconclusive; · = no result given; & = joins results of further samples; [ ] = dose if it differs, or a comment. The call rests on the fitted dose curve; in most records, active means well fitted curve in the direction sought with a large enough effect; inconclusive means small, poorly fitted or top-dose-only effect, or another doubt; inactive means no such curve, though single readings can be large; an effect the other way counts as inactive or inconclusive. Potency means the concentration at half of the fitted maximal effect. The list is partial (hit frequency here may not be typical).

mol	ATXN2 expr inh	MCF10A rerep	HepG2 tox	Nrf2 ARE act	A549 tox	TGFb SMAD3 inh	ATXN viability	Nrf2 block	EPAC2 antag
CCCc1ccc(OCc2ccc(C(=O)OC)o2)c(OC)c1	37%[activator]	10%	0%	-0.5%	-15%	?	i	?	-1%
CCn1c(=O)n(-c2ccc(C)c(F)c2)c(=O)c2sc3ccccc3c21	-7%	·	6%	0.6%	1%	1%	i	-9%	·
COc1ccc2c(c1)Cc1sc(NC(=O)c3cccc(Cl)c3)nc1-2	-13%	·	-52%	-0.3%	-12%	?	i	·	·
CC(=O)c1ccc(OCc2nnn(CC(=O)NS(=O)(=O)c3ccc(C)cc3)c2-c2ccccc2)cc1	13%	·	3%	-0.7%	·	-10%	i	·	?
O=Cc1cnc(N2CCOCC2)nc1	-19%	-1%	6%	-1.1%	4%	1%	i	-18%	-1%
COC(=O)CCNC(=O)c1nn(Cc2ccccc2)c(=O)c2ccccc12	-21%	0%	7%	-0.8%	0%	9%	i	-2%	-3%
O=C(COC(=O)COc1ccc2c(c1)CCC2)Nc1ccccc1	11%	-8%	3%	0.4%	-1%	1%	i	19%	3%
CCC(CC)c1nnc(NC(=O)CCCN2C(=O)c3ccccc3C2=O)s1	2%	?	1%	0.0%	-3%	-2%	i	-11%	-2%
O=C(CSc1nnc2ccccn12)Nc1cccc(-c2nc3ccccc3s2)c1	0%	?	0%	3.9%	-2%	-22%	?	?	-2%
COc1ccc(NC(=O)CSc2nc(-c3ccccc3)[nH]c2-c2ccccc2)cc1OC	?	·	-44%	0.1%	-18%	?	?	16µM*	·
Cc1ccccc1NC(=S)NCCSc1ccc(Cl)cc1	-18%	?	-6%	-0.6%	-21%	0%	i	23µM*	-27%
CCOc1ccc(OCCn2nnc3ccccc3c2=O)cc1	81%[activator]	3%	-15%	7.3%	-2%	2%	i	?	2%
COc1cccc2c1N(C)C(=O)CC21C=CC(=O)C=C1	·	·	-29%	·	1%	-23%	·	-6%	·
CCCNC(=O)c1ccccc1NC(=O)Nc1ccccc1C	-8%	1%	-2%	-0.2%	4%	-3%	i	·	-5%
CCc1ccc[n+](-c2[nH]c(=O)sc2/C=N/NC([S-])=Nc2ccccc2)c1	27%	2%	10%	2.3%	-9%	68%[activator]	i	4%	50%[activator]
CC1=C[C@H]2Cc3cc(C)cc(C)c3S(=O)(=O)[C@@H]2C=C1	13%	?	1%	-0.3%	-2%	-6%	i	-3%	-3%
CCOC(=O)C1(CC2CC2)CCN(Cc2cn[nH]c2-c2ccccc2)CC1	-10%	-5%	-2%	4.7%	0%	7%	i	-15%	4%
COc1ccccc1CCNC(=O)c1nc(-c2cccs2)no1	15%	0%	1%	3.8%	15%	2%	i	?	4%
COc1ccc([N+](=O)[O-])cc1N(CC(=O)Nc1ccccc1C(=O)NC(C)C)S(C)(=O)=O	-9%	-6%	-5%	5.3%	-3%	1%	?	-24%	-12%
CC1(C)CC(N2CCN(CCO)CC2)=CC(=S)N1	·	?	-6%	-0.8%	-4%	-6%	i	-1%	4%
Cc1nc(N2CCN(Cc3nc4ccccc4[nH]3)CC2)c2oc3ccccc3c2n1	-18%	?	-10%	0.5%	-4%	?	i	?	-3%
CCc1nc(SCC(=O)Nc2ccc(N(C)C)cc2)n[nH]1	26%	1%	0%	?	-11%	-10%	i	?	-5%
Cc1ccc(S(=O)(=O)/N=C/c2c(O)ccc3ccccc23)cc1	·	1%	-17%	2.9%	12%	-8%	i	-6%	-12%
CC1CC(C)CN(C(=O)CSc2nnc(-c3ccc(Cl)cc3)o2)C1 (configuration not stated)	-14%	5%	-21%	-0.7%	10%	7%	i	-25%	20%
Cc1ccccc1OCCC(=O)OCC(=O)c1c(N)n(CC(C)C)c(=O)n(C)c1=O	1%	?	0%	0.3%	-1%	-1%	i	?	-15%
Cc1ccc(NC(=O)C/C(N)=N/OC(=O)Nc2cccc(C)c2)cc1	·	2%	-10%	0.7%	0%	-11%	i	12%	-2%
CCc1ccc(-n2c(-c3ccccc3)c(C)n3c4c(=O)n(C)c(=O)n(C)c4nc23)cc1	5%	·	-2%	-0.4%	13%	12%	i	5%	·
CCn1c(C)nc2cc(C(=O)NN=C(C)c3ccc(C#N)cc3)ccc21	8%	17%	-14%	1.8%	12%	-9%	i	?	-8%
CCN(C(=O)c1ccnc(C(C)(C)C)c1)c1ccccc1	-9%	-3%	-26%	0.2%	-3%	?	i	5%	-6%
Cc1ccc2nc(-c3ccncc3)cc(C(=O)Nc3ccc4c(c3)OCCO4)c2c1	-23%	?	3%	-0.1%	?	4%	i	-4%	2%
COc1ccccc1Nc1ncnc2c1oc1ccccc12	53%[activator]	?	1%	8.6%	-3%	3%	i	?	14%
O=C(Nc1ccc(N2CCN(C(=O)c3ccco3)CC2)cc1)c1cccc(F)c1	33%[activator]	16%	-4%	-0.1%	-7%	-4%	i	6%	4%
NC(=O)c1ccccc1NC(=O)C1CCCO1 (configuration not stated)	6%	3%	1%	0.2%	0%	8%	i	2%	-11%
CCOC(=O)C(C)n1nc(C)c2sc3ccccc3c2c1=O (configuration not stated)	-2%	24%	-14%	-0.5%	2%	-25%	i	-18%	-3%
COc1ccc(C(=O)C[n+]2cccc(Br)c2)cc1	-16%	17%	-8%&-10%	3.7%	-1%	3%&-11%	i	-6%	-10%
CCN(C(=O)CSc1nnc(-c2ccc(Cl)cc2)o1)c1ccccc1	-14%	·	-22%	0.2%	-1%	-22%	i	?	·
COc1cccc(N2CCN(C(=O)c3cc4c(=O)n(Cc5cccs5)ccc4nc3C)CC2)c1	-30%	·	-4%	1.0%	8%	-20%	i	?	·
COc1cc(OC)c(NC(=O)Nc2ccc3c(c2)N(C)C(=O)c2ccccc2S3)cc1Cl	·	·	2%	-0.5%	-18%	?	·	21µM*	·
COCCCNC(=O)Nc1ccc2c(c1)N(C)C(=O)CS2	-8%	6%	-6%	0.8%	-4%	-6%	i	1%	3%
O=C(c1ccc(Cl)cc1)c1cc(-c2ccccn2)c(N2CCOCC2)s1	-21%	?	-25%	7.9%	-8%	-25%	i	-3%	-10%
O=C(Cn1cnc2ccccc2c1=O)Nc1ccc2c(c1)OCO2	58%[activator]	4%	-2%	2.8%	9%	11%	i	?	5%
CCOc1nc(-c2ccccc2)c2cc(C)ccc2n1	·	10%	-9%	0.2%	-1%	-9%	i	2%	?
COc1cc(C2c3cc4c(cc3C(OC3OC5COC(c6cccs6)OC5C(O)C3O)C3COC(=O)C23)OCO4)cc(OC)c1O (configuration not stated)	0.32µM*	?	-17%	10%	-8%	23%	?	?	?
CCOc1ccc(-c2ccc(NS(=O)(=O)c3cc([N+](=O)[O-])c(C)c([N+](=O)[O-])c3)cc2)nn1	-2%	?	-10%	-0.8%	0%	?	i	-2%	-10%
Cc1c(C(=O)NCc2ccc3c(c2)OCO3)sc(=O)n1Cc1ccc(-c2ccccc2)cc1	6%	·	-13%	0.4%	·	-5%	i	·	0%
Cc1sc2nc(CSCC(=O)Nc3ccc(C(F)(F)F)cc3)[nH]c(=O)c2c1C	-3%	19%	-20%	0.2%	-5%	-23%	i	-33%	-25%
COc1cc(Nc2nc3c(N)cc(C(F)(F)F)cc3nc2-c2ccccc2)cc(OC)c1OC	-14%	-5%	1%	13%	0%	0%	i	13%	-2%
CC(C)NC(=O)c1ccc(Cl)cc1Cl	4%	-3%	4%	-0.8%	-3%	1%	i	?	2%
FC(F)(F)c1cc(-c2cccs2)nc2cc(-c3ccccc3)nn12	3%	16µM*	1%	21%	1%	2%	i	0%	9%
Cc1ccc(C(=O)N/C(=C\c2cccs2)C(=O)NCc2cccnc2)cc1	1%	-3%	23%	3.4%	1%	10%	i	9%	5%
Cc1nnc(NC(=O)CSc2nnc(CC(=O)Nc3ccccc3Cl)n2C)s1	22%	9%	-1%	0.2%	2%	2%	i	-19%	13%
COC(=O)c1ccc(C(=O)OC)c(NC(=O)N2c3ccccc3Sc3ccccc32)c1	?	-2%	-21%	0.3%	-2%	-3%	?	3%	0%
COc1ccccc1C1C=C(c2ccc(C)cc2)Nc2nnnn21 (configuration not stated)	-3%	-2%	-21%	3.2%	5%	-16%	?	-27%	-8%
c1ccc(-n2ncc3c(NCCN4CCOCC4)ncnc32)cc1	3%	8%	0%	1.2%	?	22%	i	?	-14%
COc1ccc(NC(=O)CCc2nnc3ccc(N4CCC(C)CC4)nn23)cc1OC	·	4%	-11%	-0.4%	-1%	2%	i	?	2%
CN(C)S(=O)(=O)c1ccc(C(=O)Nc2ccccc2SCCC#N)cc1	·	-1%	-1%	2.5%	9%	-6%	i	2%	4%
CCn1c(SCC(=O)c2c[nH]c3ccccc23)nc2cc(S(=O)(=O)N3CCOCC3)ccc21	-14%	10%	-2%	5.4%	1%	-35%	i	-16%	13%
Cc1ccc(C2C(C(=O)c3cccs3)=C(O)C(=O)N2c2cccc(C)n2)cc1 (configuration not stated)	-6%	7%	-1%	2.5%	-2%	-1%	i	-8%	-2%
COc1cc(OC)c(NC(=O)c2cnn(-c3cccc(Cl)c3C)c2C2CCN(C(=O)OC(C)(C)C)CC2)cc1Cl	8%	·	-14%	0.5%	-1%	?	i	-10%	·
Cc1ccc(S(=O)(=O)N2CCSC2c2ccco2)cc1 (configuration not stated)	-2%	-3%	0%	1.9%	6%	?	i	·	12%
O=C(c1c[nH]c2ccccc2c1=O)N1CCCCCC1	-15%	2%	6%	-0.2%	5%	12%	i	0%	3%
